From PubChem
Imprint erasure – qHTS Assay for Compounds that Induce Erasure of Genomic Imprints; mouse ES Peg3-LacZ reporter, beta-gal luminescence, 40 h; Potency, µM (highest dose often 60.7 µM), without a hit: at the highest dose activity change, positive = activation, usual class: activators; 0.02% of 110,000 active; AID 1948, 2009;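 also: 0% = negative control wells on the plate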
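Gelatin-coated wells received 300 freshly trypsinized female ES cells with a Peg3LacZ-Neo reporter on the maternal allele, then incubated 40 hours at 37C. BetaGlo was added for 5 minutes at room temperature before a single luminescence read.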
p53ts 32C kill – qHTS Screen for Compounds that Selectively Target Cancer Cells with p53 Mutations: Cytotoxicity of p53ts Cells at the Permissive Temperature | 0.93% of 130,000 active | H1299-p53A138V at 32C, ATP luminescence viability, 24 h | Potency, µM (titrated, usually from 46.1 µM), inactives show at the top dose activity change, negative = cytotoxicity, most hits filed as cytotoxic | AID 924, 2007;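 also: 0% = DMSO and -100% = full killing by reference compound; nearly all actives have a fitted effect of over 55% in size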
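H1299-p53 A138V cells (temperature-sensitive p53) exposed 24 h to up to 46 uM compound at 32C, where p53 is wild-type in conformation. Viability read as ATP luminescence and normalised to DMSO and 100 uM tamoxifen. AC50 fitted with the Hill equation.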
IkB signaling – IkB Signaling. Potency, µM (top dose mostly 57.1 µM), for inactives: at the highest dose IkBa stabilization activation. AID 445, 2006. 0.04% of 110,000 active. ABC-DLBCL IkBa-CBG/CBR dual luciferase ratio, 4 h; response scale: scaled: untreated 0%, proteasome inhibitor 100%; active = well fitted curve in the direction sought with a large enough effect in the signal ratio, not every such curve was filed as active; inconclusive = small, poorly fitted or top-dose-only effect, or a change in a side signal; the % refers to the signal ratio;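 also: the direction sought is a rising ratio; 0% = basal untreated cells and 100% = reference inhibitor full response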
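Curves were fitted separately to fusion (green), unfused (red) and ratio luminescence, then classed by r2, magnitude and activity. Cells: OCI-Ly3, 4 h compound plus doxycycline at 37C; 10 uM MG-132 defined full response.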
p53ts 39C kill – qHTS Screen for Compounds that Selectively Target Cancer Cells with p53 Mutations: Cytotoxicity of p53ts Cells at the Nonpermissive Temperature. H1299-p53A138V viability at 39C, ATP luminescence, 24 h. Potency, µM (series often up to 46.1 µM), inactives show top-dose activity change, negative = cell killing, actives largely listed as cytotoxic. 1.5% of 130,000 active. AID 902, 2007; also: nearly all actives have a fitted effect of over 55% in size
* hit, by the source's call; ? = inconclusive; · = no result given; [ ] = remark or other dose. Unless noted, calls follow the shape of the dose curve; as a rule, active = well fitted curve in the direction sought with a large enough effect; inconclusive = small, poorly fitted or top-dose-only effect, or another doubt; inactive = no such curve, though single readings can be large; an effect the other way counts as inactive or inconclusive. Unless noted, % is scaled to controls: 0 for no effect and ±100 for the full control effect; potency is read from the fitted curve at half-maximal effect.

Short forms: A = Imprint erasure; B = p53ts 32C kill; C = IkB signaling; D = p53ts 39C kill
CSc1nnc(-c2cnccn2)n1C
  A = 21%; B = 0%; C = -0.3%; D = -4%
c1csc(-c2nc3ccccc3[nH]2)c1
  A = -73%[inhibitor]; B = -21%; C = 1.6%; D = -15%
O=C(CN1CCN(Cc2ccc3c(c2)OCO3)CC1)Nc1ccc2c(c1)OCCO2
  A = -4%; B = -13%; C = 2.8%; D = -13%
Cc1cc(NC(=O)C2CCCN(S(=O)(=O)c3ccc(Br)s3)C2)ccc1Br (stereo not drawn)
  A = -8%[10.9 µM]; B = 2%; C = ?; D = ?
O=C(CSc1nc2c(c(=O)[nH]1)CCC2)Nc1ccccc1C(F)(F)F
  A = -5%[10.9 µM]; B = 5%; C = 3.0%; D = -20%
CCOc1cc(/C=N/NC(=O)C(=O)NC2CC2)cc(Br)c1O
  A = ·; B = -6%; C = ·; D = 1%
O=C1OC2(CCCCC2)OC(=O)C1=CNc1nccs1
  A = ·; B = -11%; C = 3.5%; D = -7%
Cc1ccccc1OCC(=O)Nc1ccc(-c2nc3ccccc3o2)cc1
  A = -14%[10.9 µM]; B = 6%; C = 1.5%; D = -14%
CC(=O)Nc1nonc1-c1nnc(SCC(=O)Nc2ccc(F)cc2F)n1-c1ccccc1
  A = -11%[10.9 µM]; B = -11%; C = ?; D = 40%[activator]
Cc1cccc2cc(CN(Cc3nnnn3C3CCCCC3)C3CCCC3)c3nnnn3c12
  A = ·; B = 7%; C = ·; D = -1%
CC(=O)NC(C)c1nc2ccccc2n1C(C)C (stereo not drawn)
  A = 1%; B = 3%; C = -0.6%; D = -20%
CS(=O)(=O)C1=C(O)C(=O)N(c2ccccc2)C1c1ccccc1 (stereo not drawn)
  A = ·; B = 14%; C = ·; D = 6%
CCc1ccc(OCC(=O)NCc2nc(-c3cccc(C)c3)no2)c(Br)c1
  A = 22%[10.9 µM]; B = -7%; C = -1.1%; D = ?
CCOC(=O)CN(C(=O)CSc1nnc(-c2ccncc2)n1CCCN(C)C)c1ccccc1
  A = 23%; B = -9%; C = 1.2%; D = 11%
CCn1c(CCNC(=O)c2ccc(Cl)cc2)nnc1SCC(=O)NC1CCCC1
  A = -9%; B = -4%; C = -0.7%; D = -11%
CCC(=O)c1ccc(OCC(O)Cn2cnc3ccccc32)cc1 (stereo not drawn)
  A = -16%; B = -8%; C = 0.2%; D = -6%
Clc1ccc(-c2ccc(-c3nn4c(-c5ccco5)nnc4s3)o2)cc1
  A = -11%; B = -2%; C = -0.2%; D = -3%
COC(=O)c1ccccc1NC(NC(=O)c1ccco1)C(=O)c1ccc(C)cc1 (stereo not drawn)
  A = -13%; B = 11%; C = -2.8%; D = -20%
CC(=O)c1c(C)oc2c1C(=O)c1ccccc1C2=O
  A = ·; B = 11%; C = ·; D = 5%
O=C(CCc1nc(-c2ccccc2F)no1)Nc1cccc(C(F)(F)F)c1
  A = -10%[10.9 µM]; B = -6%; C = ?; D = -15%

An excerpt from above in order of molecular weight, high to low.
Short forms: A = Imprint erasure; B = p53ts 32C kill; C = IkB signaling; D = p53ts 39C kill
CCOC(=O)CN(C(=O)CSc1nnc(-c2ccncc2)n1CCCN(C)C)c1ccccc1
  A = 23%; B = -9%; C = 1.2%; D = 11%
CCn1c(CCNC(=O)c2ccc(Cl)cc2)nnc1SCC(=O)NC1CCCC1
  A = -9%; B = -4%; C = -0.7%; D = -11%
CCc1ccc(OCC(=O)NCc2nc(-c3cccc(C)c3)no2)c(Br)c1
  A = 22%[10.9 µM]; B = -7%; C = -1.1%; D = ?
Clc1ccc(-c2ccc(-c3nn4c(-c5ccco5)nnc4s3)o2)cc1
  A = -11%; B = -2%; C = -0.2%; D = -3%
CCC(=O)c1ccc(OCC(O)Cn2cnc3ccccc32)cc1 (stereo not drawn)
  A = -16%; B = -8%; C = 0.2%; D = -6%
CC(=O)c1c(C)oc2c1C(=O)c1ccccc1C2=O
  A = ·; B = 11%; C = ·; D = 5%
CC(=O)NC(C)c1nc2ccccc2n1C(C)C (stereo not drawn)
  A = 1%; B = 3%; C = -0.6%; D = -20%

(continued)
Short forms: A = Imprint erasure; B = p53ts 32C kill; C = IkB signaling; D = p53ts 39C kill
Cc1cccc(CN2CCC(CNc3ncnc4onc(-c5ccc(Cl)cc5)c34)CC2)c1
  A = -13%[10.9 µM]; B = -7%; C = ?; D = ?
COc1ccccc1NC(=O)CSc1nc(-c2ccccc2F)nc2cc(=O)[nH]n12
  A = 2%[10.9 µM]; B = 12%; C = 1.1%; D = 24%
Cc1ccc(CN2CCc3c(OCc4ccc(F)cc4)cccc3C2=O)cc1
  A = ·; B = -4%; C = ·; D = -13%
CCOC(=O)C1CCCN(C(=O)Cn2ncc3c(C)n(Cc4ccccc4Cl)c(C)c3c2=O)C1 (stereo not drawn)
  A = -3%[10.9 µM]; B = 1%; C = ?; D = -16%
CCOc1ccc(NC(=O)C2CCN(S(=O)(=O)c3cc(-c4noc(C)n4)ccc3C)CC2)cc1
  A = -15%[10.9 µM]; B = 7%; C = -1.0%; D = -23%
CCn1cc(C(=O)NCCc2ccc(OC)c(OC)c2)c(=O)c2cc(S(=O)(=O)N(C)C3CCCCC3)ccc21
  A = -11%[10.9 µM]; B = 20%; C = 1.7%; D = 5%
CCNc1nc(NC(C)C)nc(Oc2ccc(OCCOc3ccccc3)nn2)n1
  A = ·; B = -5%; C = ·; D = 0%
CCOc1ccccc1C(=O)NC1CC2CCCC(C1)N2C1CC1 (stereo not drawn)
  A = ?; B = -10%; C = -0.9%; D = -14%
O=C(Nc1ccc2c(c1)N(C1CCCC1)C(=O)c1ccccc1S2)c1ccc(F)cc1
  A = -16%[10.9 µM]; B = -9%; C = -0.5%; D = -10%
COc1ccc(CCNC(=O)CCCn2c(=O)c3cccn3c3ccc(F)cc32)cc1OC
  A = -4%[10.9 µM]; B = 11%; C = -0.1%; D = 1%
CN(Cc1ccco1)c1ncnc2ccc(-c3cccc(NS(C)(=O)=O)c3)cc12
  A = -41%[inhibitor]; B = -1%; C = 0.1%[11.4 µM]; D = -8%
CC(=O)c1cccc(N(C(=O)c2ccco2)C(C(=O)NC2CCCC2)c2ccncc2)c1 (stereo not drawn)
  A = -1%; B = -5%; C = -0.4%; D = 2%
Cc1cc(C)c2c(n1)nn1c(C)c(CCC(=O)Nc3ccc(C)c(Cl)c3)c(C)nc21
  A = -7%[10.9 µM]; B = 6%; C = ?; D = 14%
O=c1n(Cc2ccc(F)cc2Cl)c2ccccc2c2nc(-c3ccccc3)nn12
  A = -7%[10.9 µM]; B = 4%; C = -0.5%; D = -3%
CCc1ccc(C(=O)COC(=O)C(Cc2c[nH]c3ccccc23)NC(=O)c2ccc(Br)cc2)cc1 (stereo not drawn)
  A = -4%[10.9 µM]; B = 9%; C = ?; D = -9%
CN(C)Cc1cc(Cl)c(O)c(CN(C)C)c1
  A = -6%[10.9 µM]; B = -3%[9.22 µM]; C = -0.7%[11.4 µM]; D = 5%[9.22 µM]
CC(C)Cn1c(-c2ccc(S(=O)(=O)N3CCCC3)cc2)csc1=Nc1ccccc1
  A = -26%[10.9 µM]; B = 8%; C = ?; D = 10%
O=C(CSc1nc(=O)n(Cc2ccccn2)c2c1CCC2)Nc1ccccc1
  A = -15%[10.9 µM]; B = -6%; C = ?; D = 11%
COc1ccc(NC(=O)c2cc(C(C)=O)n3ccccc23)cc1
  A = -12%[10.9 µM]; B = -21%; C = ?; D = -23%
C[C@@]1(CO)[C@H](O)CC[C@]2(C)[C@@H]1CC[C@H]1C[C@H]3C[C@]12CC[C@]3(O)COC(=O)CN
  A = 8%[10.9 µM]; B = 3%[9.22 µM]; C = -0.9%[11.4 µM]; D = 18%[9.22 µM]
O=C1c2ccccc2C(=O)N1c1ccc(Cc2ccc(N3C(=O)c4ccccc4C3=O)cc2)cc1
  A = 3%[10.9 µM]; B = 0%[9.22 µM]; C = 1.5%[11.4 µM]; D = -14%[9.22 µM]
Cc1noc(C)c1C(=O)N1CCC2(CC1)CN(Cc1cc(C(F)(F)F)cc(C(F)(F)F)c1)C2
  A = ·; B = -8%; C = 1.3%[11.4 µM]; D = 0%
COCCCNC(=O)c1oc2ccc(S(=O)(=O)N(C)C3CCCCC3)cc2c1C
  A = -10%; B = -5%; C = ?; D = 10%
Cc1cccc(C(=O)Nc2ccc(CC(=O)O)cc2)c1
  A = -48%[inhibitor]; B = ?; C = 0.6%; D = ?
COC(=O)C[C@@H]1O[C@H]1[C@H](C)[C@@H](OC)C(C)C
  A = ·; B = 7%[9.22 µM]; C = ·; D = 1%[9.22 µM]
O=C(Cn1c(=O)n(-c2ccc(Cl)cc2)c(=O)c2sc3ccccc3c21)NC1CCCC1
  A = 12%[10.9 µM]; B = 2%; C = ?; D = 8%
CCn1cc(Br)c(C(=O)Nc2cccc(SC)c2)n1
  A = -24%; B = -17%; C = 1.5%; D = -17%
CN1CC(=O)N(C)c2nc(Br)n(C)c2C1=O
  A = 4%; B = 8%; C = 2.0%; D = 11%
CCc1ccccc1N(C)S(=O)(=O)c1ccc2[nH]cc(C(=O)NCCOC)c(=O)c2c1
  A = -14%[10.9 µM]; B = 9%; C = ?; D = 20%
CCOC(=O)c1[nH]c(=O)[nH]c1CSc1nc(C)cc(C)n1
  A = -6%; B = -6%; C = -1.2%; D = 28%
Cc1ccc(S(=O)(=O)CC(=O)N2CCN(c3nc4c(F)cccc4s3)CC2)cc1
  A = 10%[10.9 µM]; B = 0%; C = 3.7%; D = 5%
CC1=C(C(=O)Nc2cc(Cl)ccc2C)C(c2sccc2C)n2ncnc2N1 (stereo not drawn)
  A = -2%[10.9 µM]; B = -3%; C = ?; D = -4%
O=C(O)c1cc(-c2ccccc2)n(-c2ccccc2C(=O)O)n1
  A = -6%; B = -1%; C = 1.6%; D = 1%
CCOC(=O)c1cc(OC(=O)c2cc(OC)c(OC)c(OC)c2)n(-c2ccccc2)n1
  A = 6%[10.9 µM]; B = -9%; C = ?; D = 11%
COc1ccc(OC)c(NS(=O)(=O)c2ccc(SC)cc2)c1
  A = -15%; B = 10%; C = 1.8%; D = 4%
CC(C)(C)n1nnnc1CN1C2CCC1CC(NC(=O)Nc1ccccc1)C2 (stereo not drawn)
  A = -8%; B = -2%; C = 0.6%; D = -1%
CCOc1ccc(CN2CCN(c3cc(C)nc4c5c(C)cc(C)nc5nn34)CC2)cc1
  A = -19%; B = 1%; C = 0.8%; D = 6%
COc1ccc(-c2nc(CSCC(=O)N3CCN(c4cccc(C)c4)C(C)C3)c(C)o2)cc1OC (stereo not drawn)
  A = -33%[inhibitor]; B = -3%; C = ?; D = 8%
COc1cc2c(cc1OC)C(C(=O)O)C(c1cc(Br)c(O)c(OC)c1)N(C)C2=O (stereo not drawn)
  A = 13%; B = -6%; C = 0.0%; D = -7%
Cc1cc(C)n2nc(SCC(=O)Nc3ccccc3C)nc2n1
  A = -8%[10.9 µM]; B = 10%; C = -2.7%; D = 4%
COc1ccc(OCC(=O)N2CCC(c3nc4ccccc4s3)CC2)cc1
  A = 3%[10.9 µM]; B = -7%; C = ?; D = 8%
CCc1ccc(C2C3=C(CC(C)(C)CC3=O)Nc3c2c(=O)[nH]c2nc(C)nn32)cc1 (stereo not drawn)
  A = -6%; B = -8%; C = 0.1%; D = 7%
